Anesthetic bind – candidate novel general anesthetic via apoferritin binding | P02791 | apoferritin/1-aminoanthracene competitive binding, fluorescence | Potency, µM (highest dose often 77.5 µM), for the others: at the top dose activity change, negative = displacement, hits mostly inhibitors | 350,000 tested, 0.074% active | AID 485281; also: potency is read from the fitted curve at half-maximal effect; % is scaled to controls: 0 for no effect and ±100 for the full control effect; nearly all actives have a fitted effect of over 20% in size
Target sequence (P02791 2-175 limits assumed): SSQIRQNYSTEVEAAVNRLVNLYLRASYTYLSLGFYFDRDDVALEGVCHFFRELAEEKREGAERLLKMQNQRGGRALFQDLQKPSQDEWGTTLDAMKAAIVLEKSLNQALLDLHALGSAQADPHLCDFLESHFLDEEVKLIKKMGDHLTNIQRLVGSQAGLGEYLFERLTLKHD
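Read-out: endpoint 1-AMA fluorescence, excitation 380 nm and emission 535 nm, after compounds sit 10 min at room temperature with 10 uM horse-spleen apoferritin in 50% saturated 1-AMA/PBS. Values come from four-parameter Hill fits.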
BLM inh – Bloom syndrome helicase (human) inhibition; P54132; recombinant BLM DNA unwinding, fluorescence dequenching; Potency, µM (titrated, usually from 56.1 µM), for the others: top-dose activity change, negative = inhibition, hits mostly inhibitors; 350,000 tested, 0.2% active; AID 2528;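 also: potency is read from the fitted curve at half-maximal effect; plate controls were vehicle for no effect and no enzyme for full effect; nearly all actives have a fitted effect of over 35% in size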
Pol kappa inh – DNA polymerase kappa (human) inhibition. Q9UBT6. purified Pol kappa, fluorescent DNA synthesis assay, 10 min. Potency, µM (series often up to 107 µM), inactives show top-dose activity, negative = inhibition, usual class: inhibitors. 400,000 tested, 0.53% active. AID 588579; also: potency is read from the fitted curve at half-maximal effect; % is scaled to controls: 0 for no effect and ±100 for the full control effect
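Pol kappa 10 nM + cpd, 15 min RT; start w/ substrate 50 nM final; fluorescence kinetic read, 0 and 10 min. Neg ctrl: buffer, no enzyme.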
Pol beta inh – inhibitors of human DNA polymerase beta; AID 485314; Pol beta primer extension/strand displacement, fluorescence kinetic; 340,000 tested, 1.3% active; P06746; Potency, µM (top dose mostly 114 µM), inactives show at the top dose activity change, negative = inhibition, usual class: inhibitors; also: potency is read from the fitted curve at half-maximal effect; % is scaled to controls: 0 for no effect and ±100 for the full control effect
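Human Pol beta at 10 nM; strand-displacement substrate 50 nM final. Compound exposure 15 min at room temperature before start, reaction 10 min at room temperature.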
Pol iota inh – inhibitors of human DNA polymerase iota; Q9UNA4; Pol iota fluorescent replication assay, 10 min; Potency, µM (titrated, usually from 115 µM), inactives show top-dose activity, negative = inhibition, actives largely listed as inhibitors; 390,000 tested, 1% active; also: potency is read from the fitted curve at half-maximal effect
Target sequence (Q9UNA4 whole entry, looked up): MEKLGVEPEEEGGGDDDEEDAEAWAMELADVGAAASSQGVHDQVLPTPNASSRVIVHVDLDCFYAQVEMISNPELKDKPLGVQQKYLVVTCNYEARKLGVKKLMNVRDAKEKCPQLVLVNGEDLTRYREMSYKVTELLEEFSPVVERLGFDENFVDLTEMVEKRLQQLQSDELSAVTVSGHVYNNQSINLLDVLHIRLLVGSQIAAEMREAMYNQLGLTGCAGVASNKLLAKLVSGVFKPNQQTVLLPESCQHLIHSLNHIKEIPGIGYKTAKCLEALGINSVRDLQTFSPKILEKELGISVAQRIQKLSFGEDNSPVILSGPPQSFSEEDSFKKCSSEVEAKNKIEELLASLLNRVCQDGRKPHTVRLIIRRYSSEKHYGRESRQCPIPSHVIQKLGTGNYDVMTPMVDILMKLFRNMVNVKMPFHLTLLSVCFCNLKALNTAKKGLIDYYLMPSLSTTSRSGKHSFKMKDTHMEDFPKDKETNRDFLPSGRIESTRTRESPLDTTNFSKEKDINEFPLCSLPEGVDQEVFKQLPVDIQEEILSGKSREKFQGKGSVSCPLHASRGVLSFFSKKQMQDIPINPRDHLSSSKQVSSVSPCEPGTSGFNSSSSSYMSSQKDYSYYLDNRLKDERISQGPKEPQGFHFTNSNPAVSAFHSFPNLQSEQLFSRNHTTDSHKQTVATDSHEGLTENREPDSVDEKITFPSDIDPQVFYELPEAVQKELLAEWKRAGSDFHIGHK
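Fluorescent replication assay read twice, at 0 min and 10 min after adding 50 nM (final) substrate. Enzyme (10 nM) and compounds were first incubated 15 min at room temperature; enzyme-free buffer wells were negative controls.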
TRHR agonist – activates the human TRH receptor; activation, % at 2 µM; TRHR cells, calcium flux fluo-8, FDSS agonist mode; P34981; 360,000 tested, 0.18% active; in the data active = activation above about 30%; also: 0% is about no effect
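TRHR-expressing cells, plated overnight in medium with 10% serum, were loaded with fluo-8 calcium dye at room temperature. After a 10 s baseline, library compound was pin-added and calcium release was recorded kinetically (ex 480/em 530) as agonist response.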
12-LOX inh – ALOX12 (human) lipoxygenase inhibition | purified 12hLO, xylenol orange hydroperoxide absorbance | AID 1671190 | P18054 | 580,000 tested, 1.1% active | Potency, µM (titrated, usually from 108 µM), without a hit: at the highest dose activity change, negative = inhibition, hits mostly inhibitors; also: potency is read from the fitted curve at half-maximal effect; % is scaled to controls: 0 for no effect and ±100 for the full control effect
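Purified human 12hLO (150 nM final) in 25 mM Hepes, 0.01% Triton X-100, pH 7.0 was preincubated 15 min at room temperature with compound. Then 40 uM arachidonic acid was added, 30 min. Hydroperoxide was read by Fe-XO absorbance ratio 573/405 nm.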
ERG Ets-DNA blk – blocks human ERG Ets domain binding to DNA; P11308; Potency, µM (doses to about 76.9 µM), without a hit: top-dose FP activity, negative = inhibition, actives largely listed as inhibitors; 370,000 tested, 0.028% active; AID 624246; fluorescence polarization, His-ERG Ets domain / labelled DNA; active = well fitted inhibition curve with a large enough effect in the polarisation, with a control signal flat; inconclusive = small, poorly fitted or top-dose-only effect, or effect the other way, or a change in a side signal; inactive = no such curve, though single readings can be large or run the other way; the % refers to the polarisation;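 also: polarization taken with two DNA probes labelled with fluorescein and Texas red; potency is read from the fitted curve at half-maximal effect; % of control where 0% means no effect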
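His-tagged ERG Ets domain (1 uM in the protein solution; 300mM KCl, 50mM Tris-HCl, 1mM EDTA, 1mM DTT, pH 7.5) received compound, then a probe mix of 5 nM fluorescein-DNA and 100nM Texas-615-DNA. Fluorescence polarization was read for both dyes.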
APEX1 inh – inhibitors of human APE1 endonuclease. P27695. recombinant APE1, TAMRA/BHQ-2 abasic DNA cleavage fluorescence. Potency, µM (titrated, usually from 65.8 µM), for inactives: at the top dose activity change, negative = inhibition, actives largely listed as inhibitors. 350,000 tested, 0.35% active;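 also: potency is read from the fitted curve at half-maximal effect; plate controls were vehicle for no effect and reference inhibitor for full effect; nearly all actives have a fitted effect of over 55% in size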
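Quantitative HTS: incision of a TAMRA/BHQ-2 double-stranded substrate bearing a tetrahydrofuran abasic site by 0.75 nM APE1 raises fluorescence. Substrate 50 nM final, added after 15 min compound preincubation at room temperature; progress as third-minus-first kinetic read difference.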
An asterisk follows results filed as active; ? = inconclusive; / = not tested or not shown; & = joins results of further samples; [ ] = dose if it differs, or a comment. Unless noted, calls follow the shape of the dose curve; as a rule, active = well fitted curve in the direction sought with a large enough effect; inconclusive = small, poorly fitted or top-dose-only effect, or another doubt; inactive = no such curve, though single readings can be large; an effect the other way counts as inactive or inconclusive. This is a subset, so the mix of outcomes need not match the whole.

SMILES	Anesthetic bind	BLM inh	Pol kappa inh	Pol beta inh	Pol iota inh	TRHR agonist	12-LOX inh	ERG Ets-DNA blk	APEX1 inh
Cc1cccc(C(=O)N2c3nc(-c4ccco4)nn3C3(CCCCC3)[C@@H]3CCCC[C@@H]32)c1	-8%	-8%	-2%	13%	16%	-0.9	-12%	6%	/
CCN(/C=N/S(=O)(=O)c1ccc(Cl)cc1)CC	-4%	-5%	4%	2%	116%[activator]	-0.2	-15%	-6%	-3%
COc1ccc(S(=O)(=O)N(C)C[C@H]2Oc3ccc(NC(=O)Nc4ccc5c(c4)OCO5)cc3CC(=O)N([C@@H](C)CO)C[C@@H]2C)cc1	/	/	-19%	/	4%	/	-3%	-6%	4%
COc1ccc2oc(C(=O)OCC(=O)N3CCC(C)CC3)c(C)c2c1	?	0%	-10%	34%	52%[activator]	-0.7	-8%	8%	-6%
O=C(Nc1ccc(Br)c2ccccc12)c1ccc2ccccc2c1O	-4%	-11%	-18%	2%	?	2.9	-14%	4%	55%[activator]
Cc1cc(-c2nn(-c3ccccc3F)cc2CNCCc2cnc[nH]2)c(C)s1	-10%	-2%	-8%	10%	28%	-0.4	-3%	-4%	9%
Cc1cc(C)cc(NC(=S)N=Nc2c(O)n(C)c3ccc(S(=O)(=O)N4CCOCC4)cc23)c1	-4%	-1%	-9%	22%	17%	-0.5	-4%	0%	-2%
CCOC(=O)C1=C(CC)Nc2ccccc2N=C1NC(=O)Cn1cnc2ccccc2c1=O	-3%	-9%	-2%	?	-5%	-0.6	-1%	/	3%
Cc1cc(C)cc(Nc2ccc([N+](=O)[O-])nc2[N+](=O)[O-])c1	?	1%	-7%	8%	11%	-1.3	-8%	/	-5%
COc1ccc(-c2nc(CS(=O)(=O)CC(=O)NCc3cccc(F)c3)c(C)o2)cc1	?	-1%	-10%	-10%	-12%	-0.8	16%	-11%	-4%
O=C(NCc1ccccc1)c1cccc(NC(=O)N2CCSc3ncccc32)c1	?	-2%	-5%	3%	17%	0.1	-24%	3%	/
Cc1cc(N2C(=O)C(O)=C(C(=O)c3cc4ccccc4o3)C2c2cccc(Cl)c2)no1 (stereo not drawn)	2%	-8%	-4%	-28%	-2%	1.1	?	-3%	32%
CCN(CCCNC(=O)CCCn1c(=O)[nH]c2ccccc2c1=O)c1cccc(C)c1	-16%	-4%	-8%	6%	20%	-0.6	0%	-13%	8%
CC(=O)N1C(=O)C2(Nc3ccccc3N2)c2ccccc21	-12%	-4%	-17%	28%	15%	0.6	123%[activator]	-10%	0%
CCOc1ccc(NC(=O)N2CCC(NC(=O)C(Cc3ccccc3OC)NC(C)=O)CC2)cc1 (stereo not drawn)	7%	0%	-5%	0%	34%[activator]	1.9	-1%	4%	5%
COc1ccc(Cc2nnc3n2N=C(c2cc4ccccc4o2)CS3)cc1OC	/	/	4%	/	5%	/	6%	-2%	/
CCN(Cc1ccccc1)C(=O)CCS(=O)(=O)c1ccc2c(c1)oc(=O)n2C	-6%&3%	2%&0%	12%&-6%	30%&6%	40%&-3%[activator]	-0.4&1.4	1%&-4%	-5%&-3%	73%[activator]
Cc1cnc(C(=O)OCC(=O)NC23CC4CC(CC(C4)C2)C3)cn1	10µM*	-9%	1%	1%	18%	-0.1	-12%	5%	-1%
COc1cccc(N2CCN(C(=O)CN(c3ccc(C)cc3)S(=O)(=O)c3c(C)n[nH]c3C)CC2)c1	-23%	-6%	0%	-4%	-17%	1.1	-3%	-13%	-1%
Cc1nn(-c2ccccc2)c2sc(C(=O)OC3CCOC3=O)cc12 (stereo not drawn)	-4%	0%	-10%	1%	18%	-0.7	72%[activator]	-4%	-2%
COc1cccc(-c2cc(C(=O)N3CCN(Cc4ccc5c(c4)OCO5)CC3)on2)c1	?	-7%	-8%	-11%	1%	0.0	368%[activator]	5%	-12%
Cc1ccc(/C=N\n2c(-c3ccccc3)n[nH]c2=S)s1	-4%	-2%	0%	4%	11%	-0.1	?	-6%	0%
Cc1cccc(-c2noc(CNC(=O)c3ccoc3C)n2)c1	-21%	-6%	11%	4%	8%	0.2	-7%	-5%	16%
CCN(CC)c1cc2c(cc1F)c(=O)c(S(=O)(=O)c1ccc(OC)cc1)cn2CC	51%[activator]	1%	-10%	1%	-11%	-0.4	-9%	0%	/
CN(Cc1nc(-c2cnccn2)no1)Cc1n[nH]c2c1CCCCC2	3%	-8%	1%	9%	-16%	-1.2	0%	9%	5%
CCOc1ccc(NC(=O)c2cnc3sc(N4CCOCC4)nn3c2=O)cc1	-1%	0%	-7%	-23%	-22%	-0.5	-3%	3%	/
CC(C)NC(=O)N(C)C[C@H]1Oc2ccc(NC(=O)Nc3ccc4c(c3)OCO4)cc2C(=O)N([C@H](C)CO)C[C@@H]1C	/	/	-6%	/	14%	/	-5%	-1%	4%
CN(Cc1cccc(-n2cccn2)c1)Cc1cn(C)nc1-c1ccccc1F	-6%	1%	-17%	3%	78%[activator]	-0.9	-6%	-3%	-5%
Cc1n[nH]c(C)c1S(=O)(=O)N1CCCC(C(=O)Nc2ccc(Cl)cc2)C1 (stereo not drawn)	-2%	1%	-4%	4%	13%	0.1	-16%	1%	/
Cc1nc2c(c(=O)n1Cc1ccco1)c1nc3ccccc3nc1n2Cc1ccccc1	-17%	?	/	20µM*	/	-0.3	/	/	-1%
c1cc2c3c(cccc3c1)NC1(CCCCCC1)N2	-8%	-11%	-24%	-2%	29%	0.6	?	-8%	0%
Cc1cc[n+]2n1CC(O)C2 (stereo not drawn)	30%[activator]	1%	-9%	14%	75%[activator]	0.6	0%	-1%	2%
CC(=O)OC(COc1ccc(F)cc1)Cn1cnc2ccccc21 (stereo not drawn)	-6%	-1%	1%	2%	73%[activator]	-0.9	?	-16%	6%
O=C(Nc1ncccc1O)c1ccc(Cl)c(S(=O)(=O)N2CCCCCC2)c1	/	/	-16%	/	20%	-0.2	1%	7%	27%
CCn1nc(CC(=O)Nc2ccc(-n3cnnn3)c(C)c2)c2ccccc2c1=O	-17%	1%	5%	19%	-6%	0.4	0%	3%	-4%
CCCCCN1C(C(=O)c2ccccc2)=C(OC(=O)CC)c2ccccc2S1(=O)=O	?	-10%	-2%	15%	-26%	0.7	-6%	-4%	/
Cc1nc(CN2CCN(Cc3nc(C(c4ccccc4)c4ccccc4)no3)CC2)cs1	-11%	-2%	-5%	25%	21%	1.1	1%	-2%	-5%
Cc1cc(C)c2nc(N3CCOCC3)c(C#N)cc2c1	-6%	-6%	-10%	0%	18%	-0.7	?	-1%	2%
CCCOc1ccc2c(c1)C(=NN=C(N)N)c1cc(OCCC)ccc1-2	?	-13%	-13%	-2%	?	0.4	?	-2%	-13%
O=[N+]([O-])c1ccc(CN2CCC(Cc3ccccc3)CC2)cc1	-18%	-6%	-5%	-1%	1%	-0.7	?	-13%	25%
Fc1ccccc1C(NCCc1ccc(Cl)cc1)c1nnc(-c2ccccc2)o1 (stereo not drawn)	-10%	-9%	-17%	1%	10%	3.1	-17%	2%	/
CN(C(=O)CCNC(=O)N1CC(=O)Nc2ccccc21)C1CCCCC1	-1%	-1%	0%	19%	4%	0.4	2%	-11%	5%
O=S(=O)(NCCOc1ccccc1F)c1ccc(Cl)cc1F	/	/	-11%	/	-17%	/	151%[activator]	-5%	5%
N/C(=N\OC(=O)CCCOc1ccccc1)c1ccc(Br)cc1	0%	-3%	-5%	0%	18%	0.2	0%	6%	-3%
C=CCN(c1ccccc1)S(=O)(=O)c1ccc2c(c1)N(C(C)=O)CCO2	-8%	-1%	1%	16%	42%[activator]	-0.8	-4%	6%	35%
COc1ccccc1NS(=O)(=O)c1cc(NC(=O)CCC(=O)c2cccs2)ccc1Cl	0%	-5%	-17%	5%	119%[activator]	0.6	0%	6%	-11%
CCC1(c2ccccc2)NC(=O)N(CC(=O)Nc2ccccc2N2CCCC2)C1=O (stereo not drawn)	/	/	-30%	/	56%[activator]	3.1	0%	-8%	-4%
CC(=O)Nc1nc(C)c(C(C)=O)s1	0%	0%	4%	27%	-19%	0.6	-2%	-6%	2%
Cc1cc(=O)n(Cc2ccccc2)c2c1c(C)nn2C	4%	-5%	-14%	-1%	2%	0.2	-16%	0%	/
O=C(C[C@H]1C[C@H](C(=O)N2CCCCC2)[C@@]2(CCc3ccccc3)c3[nH]c4ccc(Cl)cc4c3CCN2C1=O)NCCc1ccccn1	/	/	-11%	/	16%	/	/	-3%	-9%

Just BLM inh, TRHR agonist and ERG Ets-DNA blk, for some of the entries so far:
compound,BLM inh,TRHR agonist,ERG Ets-DNA blk
Cc1ccc(/C=N\n2c(-c3ccccc3)n[nH]c2=S)s1,-2%,-0.1,-6%
CCCOc1ccc2c(c1)C(=NN=C(N)N)c1cc(OCCC)ccc1-2,-13%,0.4,-2%

(next part)
SMILES	Anesthetic bind	BLM inh	Pol kappa inh	Pol beta inh	Pol iota inh	TRHR agonist	12-LOX inh	ERG Ets-DNA blk	APEX1 inh
CCOCCCNC(=O)c1cn(CC)c2ccc(S(=O)(=O)N3CCCC3)cc2c1=O	-13%	1%	8%	21%	27%	-0.4	-11%	12%	63%[activator]
NS(=O)(=O)c1cccc(NC(=O)c2cc3ccccc3o2)c1	-14%	-4%	3%	6%	38%[activator]	-0.3	?	19%	1%
CN(C)S(=O)(=O)n1cc(/C=C(\NC(=O)c2ccccc2Cl)C(=O)NCCN2CCOCC2)c2ccccc21	0%	0%	7%	13%	-4%	0.1	-12%	-3%	66%[activator]
COc1ccc(S(=O)Cc2ccc(C(=O)NC3CC3)o2)cc1 (stereo not drawn)	9%	2%	-1%	4%	15%	0.4	0%	-2%	-7%
Cc1ccc(C)c(OCc2nc3ccccc3[nH]2)c1	-8%	-5%	-13%	-1%	6%	4.6	8%	-2%	-4%

Compound activity from PubChem.
